Rin1-Abl PPI inh: blocks binding of human Rin1 to Abl; P00519+Q13671; TR-FRET Rin1/Abl binding, biochemical; inhibition, % at 7.35 µM; actives 0.4% (n = 360,000); AID 588664; in the data active means inhibition above about 5%, passing the limit was not always enough
PABP1 MLLE inh: inhibitors of microRNA-mediated deadenylation, human PABP1 MLLE binding; P11940; actives 0.36% (n = 360,000); inhibition, % at 20 µM; GST-MLLE / FITC-PAM2 fluorescence polarization; in the data active means inhibition above about 35%, passing the limit was not always enough;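 further: plate controls were DMSO wells with GST-MLLE for no effect and wells lacking GST-MLLE protein for full effect; some results filed as inactive read as strong as hits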
E coli Lon inh: inhibits E. coli Lon protease. P0A9M0. AID 602123. actives 0.42% (n = 360,000). purified E. coli Lon protease, fluorescence polarization. inhibition, % at 7.94 µM; in the data active means inhibition above about 13%, passing the limit was not always enough;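 further: 0% = enzyme with probe and DMSO and 100% = no enzyme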
CSN inh: inhibitors of human CSN-mediated cullin deneddylation. Purified CSN, SCF-Nedd8-OG deneddylation, fluorescence polarization. inhibition, % at 12.5 µM. actives 0.38% (n = 360,000). Q92905;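 active means pattern-corrected inhibition above about 35%, with an unprinted fluorescence ratio check between 0.5 and 1.5, limit read from the data, passing the limit was not always enough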;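 further: 0% = enzyme with substrate and 100% = substrate without enzyme; some results filed as inactive read as strong as hits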
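Test system: Human Csn5 produced in HEK293T cells | Compound: 12.5 µM single point | Times: 90 min, room temperature | Signal: Fluorescence polarization readout | Read-out basis: % inhibition of substrate cleavage by Csn5 | Controls: no-enzyme wells high, enzyme-with-substrate wells low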
Rpn11 inh: inhibitors of human proteasome Rpn11; calls only at 20 µM; human 26S proteasome, Ub4-pepOG fluorescence polarization; 20S core pre-blocked with epoxomicin; O00487; actives 0.59% (n = 360,000);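 active means inhibition at 20 µM, scaled to each plate's controls, above about 33%, limit read from the data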
FAS-TE inh: FAS thioesterase (human) inhibition. P49327. recombinant FAS-TE, OMFH fluorogenic substrate, fluorescence endpoint. inhibition, % at 15 µM. actives 0.67% (n = 360,000). AID 602261;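 active means compounds whose normalised, plate-corrected inhibition of enzyme fluorescence in the single-dose primary screen is 50% or more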;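 further: 0% = DMSO with enzyme and 100% = substrate without enzyme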
MsrA act: activates bovine MsrA enzyme. purified bovine MsrA, absorbance read-out. activation, % at 10.6 µM. actives 0.3% (n = 360,000); in the data active means activation above about 7.5%;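 further: 0% = vehicle and 100% = reference activator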
MsrA inhibitor: bovine MsrA inhibition; purified bovine MsrA, absorbance read-out; inhibition, % at 15.5 µM; actives 0.75% (n = 360,000); AID 651718; in the data active means inhibition above about 4.5%;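 further: 0% = vehicle wells with enzyme and 100% = reference inhibitor wells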
MT1-MMP act inh: inhibitors of human MT1-MMP activation; P50281; HT1080 RFP-PRO-GFP cells, GFP/RFP ratio fluorescence, overnight; percent of plate control window, DMSO zero; GFP/RFP ratio change, % at 20 µM; actives 0.061% (n = 360,000); AID 651647;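 active means GFP/RFP ratio change of at least 30% with cell ATP level not reduced by more than half and red fluorescence within 50% of control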; further: strong numbers were not always called active
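Material – HT1080 RFP-PRO-GFP cells · Control set – DMSO wells and RFP-L50D-GFP cells · Incubation – overnight cell settling, then overnight compound exposure, 37 °C, 5% CO2 · Compound dosing – single-point 20 µM compound, 1% DMSO · Read-out – GFP/RFP fluorescence ratio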
The depositor's hits bear a star; i = inactive; · = not tested or not shown; & = joins results of further samples.

SMILES	Rin1-Abl PPI inh	PABP1 MLLE inh	E coli Lon inh	CSN inh	Rpn11 inh	FAS-TE inh	MsrA act	MsrA inhibitor	MT1-MMP act inh
COc1ccccc1NS(=O)(=O)c1ccc(C(=O)NCc2ccncc2)cc1	2	-3	3	-2	i	-2	0	0.3	1
COc1cc(NC(=S)N2CCN(CCO)CC2)c(OC)cc1Cl	-2	-10	3	5	i	0	-4	0.8	0
CCOC(=O)COc1ncn(-c2ccccc2)n1	0	7	-4	3	i	-6	-1	0.4	1
CCC1CCC(C(=O)NNC(=O)OC)CC1 (configuration not stated)	2	1	-19	3	i	-7	-1	0.8	5
COc1ccc(NC2=C(NC(C)=O)C(=O)c3ccccc3C2=O)cc1	-9	9	2	0	i	-4	-1	1.1	11
CC(=O)NCCCC(=O)NNC1CC(=O)N(c2cccc(Cl)c2)C1=O (configuration not stated)	2	25	5	-1	i	-3	-6	-0.3	1
OCCc1ccc(O)c(-n2nc3ccccc3n2)c1	-2	3	-6	6	i	0	-4	1.4	-5
CCOC(=O)N1CCN(C(=O)CSc2nc3nc(C)cc(C)n3n2)CC1	3	-1	-6	0	i	-4	-1	0.5	1
CC1(C(=O)Nc2cccc(NS(C)(=O)=O)c2)CCN1Cc1ccccc1OC(F)F (configuration not stated)	-2	1	3	-2	i	4	4	0.0	-2
CC(C)=CC1C(C(=O)NCCc2ccccc2)C1(C)C (configuration not stated)	-2	-3	-2	-1	i	3	-2	1.0	-2
O=C1CSC(c2ccccc2F)N1c1ccccc1 (configuration not stated)	0	6	-7	-1	i	-2	-1	2.3	-4
CCCSC1=C(C#N)C(c2ccc(O)c(OC)c2)CC(=O)N1 (configuration not stated)	0	4	-11	1	i	-6	0	0.0	5
COc1ccc(/C=C/c2cc(-c3ccc(C)cc3)o[n+]2C)cc1	-6	-6	-9	4	i	-8	-6	5.0*	-27
Cc1nn(C2CCS(=O)(=O)C2)c(Cl)c1/C=C/C(=O)OCC(=O)c1c[nH]c2ccccc12 (configuration not stated)	3	-11	-14	5	i	3	-5	3.0	-1
COc1ccc2oc(=O)c(-c3nc(C)cs3)cc2c1	-18	1	-4	-2	i	1	-2	3.2	-2
Cc1ccc(N(Cc2ccc(C(=O)Nc3ccccc3C(=O)NCc3ccco3)cc2)S(C)(=O)=O)cc1C	1	0	-7	-4	i	36	-4	·	6
C=CC[C@@H](CC(=O)NCCO)C(=O)N[C@@H](C)COC(=O)[C@@H](CC=C)Cc1ccc(F)cc1	2	7	5	-6	i	1	-1	0.8	5
Cc1cc(C)cc(N(C(=O)c2csnn2)C(C(=O)NC2CCCCC2)c2ccccn2)c1 (configuration not stated)	2	-12	4	-2	i	-2	0	-0.5	2
CC1(C(=O)NS(=O)(=O)Cc2ccccc2)CCN1C(=O)Cc1ccccc1 (configuration not stated)	2	5	-10	3	i	-7	-10	1.3	-2
COCCNC(=O)c1cccc(OC2CCN(Cc3ccc(C(=O)OC)cc3)CC2)c1	4	-3	-4	-1	i	-2	-2	-0.9	1
O=[N+]([O-])c1ccc(NC(=S)NCc2ccc(F)cc2)cc1	1	23	-10	-1	i	46	-3	0.7	-2
CCOC(=O)C1CCCN(C(=O)CS(=O)(=O)Cc2ccccc2)C1 (configuration not stated)	-2	2	-6	-4	i	-3	-3	-0.6	0
CC12CN(NC(=O)c3ccc(Cl)cc3)C3(C#N)CC1CCC23C (configuration not stated)	-2	-14	-1	-6	i	-3	1	-0.4	-3
CCOc1ccc(C)cc1S(=O)(=O)N1CCCCC1	-3	4	4	-2	i	-1	0	-0.1	-1
CC[C@@H]1C(c2ccc(F)cc2)=NN(c2ccc(Br)cc2)[C@H]1C(=O)N1CCOC1=O	0	-1	-2	2	i	34	0	0.3	1

Part of the list above in order of molar mass, highest first.
SMILES	Rin1-Abl PPI inh	PABP1 MLLE inh	E coli Lon inh	CSN inh	Rpn11 inh	FAS-TE inh	MsrA act	MsrA inhibitor	MT1-MMP act inh
CC1(C(=O)NS(=O)(=O)Cc2ccccc2)CCN1C(=O)Cc1ccccc1 (configuration not stated)	2	5	-10	3	i	-7	-10	1.3	-2
CCOC(=O)N1CCN(C(=O)CSc2nc3nc(C)cc(C)n3n2)CC1	3	-1	-6	0	i	-4	-1	0.5	1
COc1ccc(/C=C/c2cc(-c3ccc(C)cc3)o[n+]2C)cc1	-6	-6	-9	4	i	-8	-6	5.0*	-27
O=C1CSC(c2ccccc2F)N1c1ccccc1 (configuration not stated)	0	6	-7	-1	i	-2	-1	2.3	-4

(next part)
SMILES	Rin1-Abl PPI inh	PABP1 MLLE inh	E coli Lon inh	CSN inh	Rpn11 inh	FAS-TE inh	MsrA act	MsrA inhibitor	MT1-MMP act inh
S=C1Nc2cc(Cl)ccc2Sc2ccccc21	3	36	2	-2	i	-4	-1	0.5	1
CC(C)(C)C(=O)CN1CCN(S(=O)(=O)c2ccc(F)cc2)CC1	0	6	9	1	i	-9	-4	0.5	3
O=C(Cc1cccs1)Nc1ccc(C(=O)O)cc1	1	-12	-10	3	i	-6	-2	1.8	4
O=C(CC(NC(=O)OCc1ccccc1)C(=O)O)OCc1ccccc1 (configuration not stated)	1	1	-1	2	i	-2	2	0.6	-3
CC[C@]12C(=O)N(C)C[C@H]([C@@H]3C(=O)N(C)C(=O)[C@@H]31)N2C(=O)c1ccc(C)cc1	3	3	2	-10	i	-7	-3	1.0	-4
COc1ccc(CNC(=O)[C@@H](C)NC(=O)C2CCN(C(=O)[C@@H](N)CCSC)CC2)cc1	-4	6	4	2	i	-2	-1	0.4	3
CN1CCN(CCCc2c3c(cc4c2CCC4)CCC3)CC1	0	9	-9	-5	i	-13	-5	1.6	4
CC(=O)Nc1ccc(CN(C)c2c(C)nc3ccc(C(=O)NCCCN4CCCC4=O)cn23)cc1	-1	2	5	-4	i	4	1	-1.2	-1
C[C@H]1CN(S(=O)(=O)c2ccc3c(c2)OCCO3)CCN1S(=O)(=O)c1c(F)cccc1F	1	-8	13	2	i	28	0	1.4	3
COc1ccc(C2c3sc(=O)[nH]c3SC3C4CCC(C4)C23)cc1OC (configuration not stated)	1	28	3	0	i	4	-5	0.2	-1
O=C(N=C1SC2CS(=O)(=O)CC2N1c1ccc(F)cc1)C1CCCCC1 (configuration not stated)	1	-4	2	0	i	4	3	0.0	-2
CCOC(=O)NC(=O)COC(=O)CCCSc1nc2ccccc2s1	-2	14	10	-1	i	0	-3	0.1	-1
O=C(COc1ccccc1)Nc1sc2c(c1C(=O)NCc1cccnc1)CCCC2	-2	-3	-3	41*	i	0	-8	-1.1	-6
Nc1nc(CN2CCN(c3cccc(Cl)c3)CC2)nc(N2CCCc3ccccc32)n1	0	-18	8	5	i	16	2	-0.1	-2
Cc1cc(Cl)ccc1NC(=S)NC(C)(C)C	-1	40*	4	7	i	-1	-1	0.3	1
O=C(NCc1ccco1)C(=O)c1cn(CC(=O)N2CCCCC2)c2ccccc12	-1	18	4	-1	i	0	-3	0.5	2
CSc1ccccc1NC(=O)Nc1cccc(Cl)c1C	-4	-6	-5	-2	i	-17	-11	0.0	0
COc1ccc(-c2cc3c(=O)n(CC(=O)NCc4ccccc4OC)ncn3n2)cc1	1	-1	5	2	i	1	-1	-0.1	0
Cc1ccc(N(C)S(=O)(=O)c2cccc(C(=O)Oc3ccc4c(C)cc(=O)oc4c3)c2)cc1	0	-8	6	-4	i	33	-2	4.8*	-5
O=S(=O)(c1ccc(N=C2NN=C(c3cc(F)ccc3F)CS2)cc1)N1CCOCC1	8	25	-8	3	i	-163	-3	0.5	-20
COc1cc2c(cc1OC)CN(C(=O)CSc1ccc(F)cc1)CC2	-1	22	-7	-1	i	-8	0	-0.4	1
NC(N)=N/N=C/c1c(Cl)cccc1Cl	-4&0	-11&0	11&-2	-3&-4	i	-1&-3	-1&0	-1.4&-0.6	0&2
CCOC(=O)C1CCN(C(=S)Nc2ccc(CC)cc2)CC1	-3	-112	10	-7	i	5	-9	0.2	7
CN(CC(=O)Nc1ccccc1C(F)(F)F)C(=O)c1cc2c(s1)CCCCC2	-3	2	5	3	i	3	-9	1.2	2
CCCCNS(=O)(=O)c1ccc2nc(SCC(=O)Nc3cc(C)cc(C)c3)[nH]c2c1	-3	-85	0	-7	i	11	-11	0.1	3

Next section
SMILES	Rin1-Abl PPI inh	PABP1 MLLE inh	E coli Lon inh	CSN inh	Rpn11 inh	FAS-TE inh	MsrA act	MsrA inhibitor	MT1-MMP act inh
COc1ccc(-n2nnnc2SCC(=O)Nc2ccccc2F)cc1	0	-1	8	-3	i	-5	-3	0.6	1
O=C(C(NS(=O)(=O)c1cccs1)c1ccccc1)N1CCN(c2ccccc2)CC1 (configuration not stated)	-4	17	7	-7	i	10	-3	1.3	-11
CC1CC(C)CN(C(=O)COC(=O)c2c[nH]c3ccccc23)C1 (configuration not stated)	-1	-4	-5	7	i	-2	-4	-0.1	-3
CC(=O)N1CCN(CC(O)COc2ccc(Br)cc2)CC1 (configuration not stated)	0	-2	-3	-4	i	-6	-2	1.0	0
C/C(=N/NC(=O)c1ccncc1)C1=C(O)CC(C)(C)CC1=O	1	13	-11	2	i	-7	-4	-0.4	4
CCOC(=O)c1c(-c2ccc(OC)cc2)csc1NC(=O)CNCc1ccco1	-1	-6	-4	-3	i	22	-5	·	5
COC(=O)CN(c1ccc(C)c(Cl)c1)S(C)(=O)=O	0	-10	-7	8	i	-5	-2	0.1	0
O=C(NCc1ccc2c(c1)OCO2)C1CCC(=O)N1C1CCCCC1 (configuration not stated)	0	16	-7	-1	i	-9	-3	-1.1	-2
CCCCNC(=O)C[C@@H]1C[C@@]2(C(=O)OCC)CCC=C2N(Cc2ccccc2)C1=O	·	·	7	-6	·	-12	-1	-0.4	-1
CC(C)C(=O)N1CCN(C2=NS(=O)(=O)c3ccccc32)CC1	-1	0	-10	-1	i	0	7	-2.3	-4
Cc1ccc(-c2nnc(-n3nc(C)cc3C)c3ccccc23)cc1	1	-3	-7	-1	i	-5	-3	1.2	5
C/C(=N/NC(=O)c1cccnc1)C1=C(O)CC(C)(C)CC1=O	3	-9	4	-1	i	-4	-9	-0.9	0
CCCCn1c(N)c(N(CCOC)C(=O)c2ccc(OCc3c(C)noc3C)cc2)c(=O)[nH]c1=O	-1	-6	-2	-1	i	-4	-1	0.2	-4
COc1ccccc1C(=O)NCCC(=O)NCCOc1ccccc1	-4	-15	-7	-1	i	-7	0	-0.9	3
COc1ccc(NC(=O)C(Cc2ccccc2)n2cccc2)cc1 (configuration not stated)	-2	-5	2	3	i	8	-1	-1.0	-6
NC(=O)c1cccc(-c2coc3c(C(=O)NCCc4ccccc4)cccc23)c1	-2	7	1	1	i	12	-2	1.2	7
CCOc1ccccc1NC(=O)C1CCN(S(=O)(=O)c2c(C)noc2C)CC1	-4	3	0	-2	i	2	-3	1.1	1
COc1ccc(CN2C(=O)CC(Cc3ccc(C)cc3)C2=O)cc1OC (configuration not stated)	0	-12	-7	-16	i	-12	-5	0.4	3
Cc1ccc2c(c1)N(CC(=O)N1CCOCC1)C(=O)C(C)O2 (configuration not stated)	0	10	7	-4	i	-3	-10	-0.7	5
CN(C(=O)CN1C(=O)S/C(=C\c2ccccc2)C1=O)C1CCS(=O)(=O)C1 (configuration not stated)	-5	29	-7	-5	i	-2	-6	4.2	-2

Copied from the list.
`C/C(=N/NC(=O)c1ccncc1)C1=C(O)CC(C)(C)CC1=O` in MsrA act = -4
`CC(C)C(=O)N1CCN(C2=NS(=O)(=O)c3ccccc32)CC1` in MT1-MMP act inh = -4
`CCOC(=O)c1c(-c2ccc(OC)cc2)csc1NC(=O)CNCc1ccco1` in MT1-MMP act inh = 5

High-throughput results from PubChem.
